HSF1 inh – HSF1 inhibition; NIH3T3-HGL HSE-luciferase, MG132-induced, luminescence 8 h; hits give low values; AID 2098; 300,000 compounds, 0.77% hits; activity change, negative = inhibition, % at 7.5 µM (by protocol);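 active = more than half of replicate wells show activity change below -50%, luminescence cut by over half; inconclusive = some wells, but at most half, below -50%; inactive = no replicate well below -50%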;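 also: luciferase reports HSF-1 transcriptional activity via heat shock element; 0% = median of DMSO wells and -100% = zero luminescence signal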
KLF5 inhibitor – suppresses KLF5 promoter-driven expression | DLD-1 KLF5 promoter-luciferase reporter, luminescence | inhibition, % at 5 µM | 290,000 compounds, 0.23% hits | AID 1700;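 active = inhibition above a per-plate limit of that plate's mean compound inhibition plus 3 SD, cut at about 60% in these data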;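 also: 0% = DMSO wells and 100% = LY294002 at 200 µM; higher means less KLF5 promoter-driven luciferase light; inactives centre near -14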
AI-2 QS mod – Vibrio harveyi AI-2 quorum sensing modulation; Vibrio harveyi JMH597 AI-2 luminescence/OD600 ratio, 9 h; hits give low values; strain lacks LuxN and CqsS sensors; 0 = neutral-control median; activity change, % at 7.5 µM; 300,000 compounds, 0.4% hits; in the data active = activity change below about -75%, passing the limit was not always enough; inconclusive = no clear call, values can overlap the other calls;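 also: luminescence divided by OD600 gain over 9 h not by final OD600 alone; inactives centre near 13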
HSP90 inh – blocks HSP90-mediated luciferase refolding in reticulocyte lysate. Rabbit reticulocyte lysate, luciferase refolding luminescence, 3 h. inhibition, % at 5.6 µM. 290,000 compounds, 0.91% hits. AID 1789;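 active = inhibition above the screen-wide mean plus 3 SD, computed separately per campaign, cut at about 16% in these data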;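 also: 0% = DMSO wells and 100% = 60 µM geldanamycin wells; inhibitors lower the luminescence because luciferase stays unfolded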
GSK3B inh – human GSK3beta kinase inhibition; GST-GSK3beta kinase, ADP-Glo luminescence, 60 min; hits give low values; activity score (negative = inhibition), % at 10 µM; P49841; 300,000 compounds, 0.038% hits;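 active = more than half of replicate wells score below -50%, meaning over 50% inhibition versus plate controls; inconclusive = some replicates but at most half score below -50%; inactive = no replicate scores below -50%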;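 also: 0% = median DMSO wells and -100% = median GW8510 positive control wells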
Target sequence (P49841 whole entry, looked up): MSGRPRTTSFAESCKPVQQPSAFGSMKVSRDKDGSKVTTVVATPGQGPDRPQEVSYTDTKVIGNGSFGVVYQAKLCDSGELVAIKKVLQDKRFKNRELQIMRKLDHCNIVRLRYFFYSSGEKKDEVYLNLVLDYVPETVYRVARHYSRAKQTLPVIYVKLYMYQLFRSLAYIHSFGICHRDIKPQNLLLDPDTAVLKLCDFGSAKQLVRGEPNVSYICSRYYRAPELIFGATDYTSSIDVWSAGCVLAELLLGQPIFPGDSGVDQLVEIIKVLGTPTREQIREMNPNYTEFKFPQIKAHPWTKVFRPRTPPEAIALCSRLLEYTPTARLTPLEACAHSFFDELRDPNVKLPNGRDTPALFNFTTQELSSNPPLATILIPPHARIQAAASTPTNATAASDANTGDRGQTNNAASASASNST
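Assay system: GST-fused GSK3beta enzyme, cell-free / Medium: Tris pH 7.5 buffer with MgCl2, DTT, BSA, heparin / Also added: peptide substrate plus 25 µM ATP (final) / Compound: 10 µM single point / Timing: kinase reaction with compound 60 min at room temperature / Detection: ADP-Glo luminescence / Benchmarks: DMSO neutral wells and GW8510 at 20 µM as positive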
aSyn 5UTR inh – MLPCN primary screen, SNCA 5' untranslated region; alpha-synuclein 5'UTR reporter, inhibitor activity; inhibition, % (tested at 7.5 µM); 300,000 compounds, 0.82% hits; AID 1813; in the data active = inhibition above about 60%; inconclusive = no clear call, values can overlap the other calls;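 also: H4 neuroglioblastoma cells stably carrying SNCA 5'UTR luciferase fusion; 0% = DMSO wells and 100% = positive control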
HIF act – HIF pathway transcriptional activation | activation, % at 7.5 µM (by protocol) | 300,000 compounds, 0.32% hits | U2OS HRE-luciferase reporter, luminescence; normalized: DMSO 0%, desferrioxamine 100%;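 active = mean activation of at least 10% of the iron chelator positive control signal, with at least half of replicates also reaching 10%; inconclusive = mean and replicate majority disagree about reaching 10%; inactive = mean and most replicates under 10%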
HSF1 activator – increases HSF-1 driven luciferase reporter signal; AID 504408; 300,000 compounds, 1.7% hits; NIH3T3-HGL HSF-1 luciferase reporter, MG132, 8 h; 100% = twice DMSO control signal; activation, % at 9 µM;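 active = mean replicate activation of at least 50% with a set share of replicates each reaching 50%; inconclusive = only one of those two conditions met; inactive = mean below 50% and too few replicates reaching it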;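 also: 0% = median of the neutral control wells and 100% = twice that signal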
IEC-6 tox – IEC-6 cytotoxicity, counter-screen for KLF5 inhibitors; AID 1825; 290,000 compounds, 0.78% hits; inhibition, % at 5 µM; luminescence viability; in the data active = inhibition above about 22%;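 also: 0% = plate median of test compound wells and 100% = cytotoxic reference compound wells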
GSK3 alpha inh – inhibitors of human GSK-3 alpha kinase; inhibition, % at 10 µM; 320,000 compounds, 0.1% hits; P49840; ADP-Glo luminescence, 60 min;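 in the data active = inhibition above about 50%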;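 also: GST-tagged GSK-3 alpha with peptide substrate and 25 µM ATP; 0% = DMSO neutral wells and 100% = GW8510 positive control wells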
Target sequence (P49840 whole entry, looked up): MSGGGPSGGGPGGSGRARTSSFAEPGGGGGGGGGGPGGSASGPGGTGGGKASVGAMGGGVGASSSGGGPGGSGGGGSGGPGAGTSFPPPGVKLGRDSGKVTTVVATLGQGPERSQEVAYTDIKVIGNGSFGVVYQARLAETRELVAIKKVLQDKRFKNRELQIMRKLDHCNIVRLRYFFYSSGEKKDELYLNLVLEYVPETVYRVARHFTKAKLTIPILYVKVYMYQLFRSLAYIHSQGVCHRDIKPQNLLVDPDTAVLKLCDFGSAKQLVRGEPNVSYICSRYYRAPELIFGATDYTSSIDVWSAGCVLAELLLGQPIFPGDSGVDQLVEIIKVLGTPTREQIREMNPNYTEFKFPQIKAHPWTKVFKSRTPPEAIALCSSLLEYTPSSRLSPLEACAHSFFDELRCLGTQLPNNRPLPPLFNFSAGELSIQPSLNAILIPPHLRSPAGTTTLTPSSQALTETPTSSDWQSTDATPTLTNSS
* hit, by the source's call; u = inconclusive; x = not tested or not shown.

SMILES | HSF1 inh | KLF5 inhibitor | AI-2 QS mod | HSP90 inh | GSK3B inh | aSyn 5UTR inh | HIF act | HSF1 activator | IEC-6 tox | GSK3 alpha inh
CCOc1ccc(CCNC(=O)C2CCCN(c3nnc(-n4cccc4)s3)C2)cc1OCC (stereo unspecified) | -2 | 13 | 26 | 4 | 3 | 18 | 0.0 | -14 | 6 | -1
COCCN1C(=O)C(=O)/C(=C(/O)c2cccc(S(=O)(=O)N(C)C)c2)C12C(=O)N(C)c1ccccc12 (stereo unspecified) | x | -1 | 15 | -1 | 1 | 13 | 0.2 | x | -1 | -4
CCn1c(SCC(=O)Nc2cccc(F)c2)nc2c(c1=O)SC(C)C2 (stereo unspecified) | 29 | -3 | 42 | 3 | 2 | 30 | 0.0 | u | 7 | -1
CC(C)C(C(=O)O)N1C(=O)/C(=C/C=C/c2ccco2)SC1=S (stereo unspecified) | -1 | -9 | -3 | 3 | 1 | -9 | 2.0 | -2 | -24 | 2
O=C(Nc1ccc([N+](=O)[O-])cc1)c1cc(Cl)sc1Cl | 11 | -37 | 15 | -5 | -3 | -76 | 0.7 | 10 | -8 | -1
Cc1ccc(OC(=O)c2cccc(S(=O)(=O)N3CCCC3)c2)c(-n2nc3ccccc3n2)c1 | 36 | -93 | 4 | -4 | 2 | -162 | 2.1 | 40 | 4 | -3
O=C(Oc1ccc(OC(=O)c2ccncc2)cc1)c1ccncc1 | 0 | x | 20 | x | 2 | -10 | -0.5 | 3 | x | -1
CC1CC(=O)C(C2c3ccccc3CCN2C(=O)CCl)C(=O)C1 (stereo unspecified) | 5 | -4 | 25 | -1 | 0 | -9 | -0.2 | 6 | 5 | -1
CC(O)c1cccc(NC(=O)Nc2cccc(NC(=O)Nc3cccc(C(C)O)c3)c2)c1 (stereo unspecified) | -2 | -42 | 26 | 6 | 0 | -22 | -28 | -3 | -6 | -1
O=C(Nc1ccccc1Cl)C1CCCN(S(=O)(=O)c2cccc3cccnc23)C1 (stereo unspecified) | 7 | -15 | 4 | 4 | 3 | -1 | 0.4 | 1 | -4 | 2
O=C(CCC(=O)OCC(=O)c1ccc([N+](=O)[O-])cc1)NC1CCCCC1 | -7 | -64 | -1 | 0 | 3 | -3 | -0.5 | 1 | -12 | 0
CCOc1ccc(Nc2nnc(SCc3nc4ccccc4c(=O)[nH]3)s2)cc1 | -1 | -52 | 19 | 5 | 1 | 10 | -0.1 | -5 | 7 | -2
O=C(Oc1cccc(NC2=NS(=O)(=O)c3ccccc32)c1)c1ccncc1 | -13 | -18 | 12 | 4 | -2 | 7 | 1.0 | -9 | -11 | 1
COc1ccc2oc(C(=O)Nc3nc(-c4ccccn4)cs3)c(C)c2c1 | -6 | x | 22 | x | 4 | -15 | -0.1 | -12 | x | -4
CN(Cc1cccs1)C(=O)CCc1ccc(S(=O)(=O)N2CCOCC2)cc1 | -4 | -13 | 5 | 2 | 1 | 15 | 0.0 | 1 | 4 | -1
CCOC(=O)C1=C(C)Nc2ccccc2N=C1N | -8 | -5 | -9 | 0 | -1 | 1 | 0.4 | 3 | 1 | 0
COc1cc(/C=N/n2c(COc3ccccc3)n[nH]c2=S)cc(OC)c1OC(C)=O | -6 | -8 | 9 | -2 | 1 | -3 | -0.1 | -10 | -2 | 9
O=C(c1ccc(Cn2cnnn2)cc1)N1CCCC(Nc2ccc(F)c(F)c2)C1 (stereo unspecified) | 1 | -24 | 28 | -3 | -18 | 18 | -0.4 | -9 | 2 | 39
O=C(O)CCCCCCNC(=O)c1cncc(O)c1 | 1 | 13 | 21 | -2 | -1 | 8 | -0.5 | 11 | -6 | 1
Cc1csc(=O)n1CCC(=O)OCC(=O)Nc1ccc(C(N)=O)cc1 | -6 | x | 15 | x | 0 | 8 | 0.0 | -3 | x | -1
O=C(Nc1ncc(Cc2ccccc2)s1)C1=NCCN1 | 5 | -35 | 13 | -3 | 1 | -39 | -0.8 | 3 | 4 | 0
CC(=O)Nc1c(-c2ccccc2)nc2cc(C)ccn12 | -5 | -26 | 3 | 2 | 3 | 2 | 1.2 | 3 | 6 | 0
CCCC[C@@H]1CNCCN1CCc1cc(C(F)(F)F)cc(C(F)(F)F)c1 | 6 | x | 12 | x | 0 | 3 | 0.3 | 14 | x | 0
Cc1ccnc(NC(=O)C2CC(=O)N(c3ccc4c(c3)OCCO4)C2)c1 (stereo unspecified) | 8 | -69 | 20 | 14 | -38 | 13 | -1.7 | 28 | -6 | 41

Quoted from the entries so far for reference:
SMILES | HSF1 inh | KLF5 inhibitor | AI-2 QS mod | HSP90 inh | GSK3B inh | aSyn 5UTR inh | HIF act | HSF1 activator | IEC-6 tox | GSK3 alpha inh
O=C(c1ccc(Cn2cnnn2)cc1)N1CCCC(Nc2ccc(F)c(F)c2)C1 (stereo unspecified) | 1 | -24 | 28 | -3 | -18 | 18 | -0.4 | -9 | 2 | 39
O=C(O)CCCCCCNC(=O)c1cncc(O)c1 | 1 | 13 | 21 | -2 | -1 | 8 | -0.5 | 11 | -6 | 1
Cc1csc(=O)n1CCC(=O)OCC(=O)Nc1ccc(C(N)=O)cc1 | -6 | x | 15 | x | 0 | 8 | 0.0 | -3 | x | -1
O=C(Nc1ncc(Cc2ccccc2)s1)C1=NCCN1 | 5 | -35 | 13 | -3 | 1 | -39 | -0.8 | 3 | 4 | 0
CC(=O)Nc1c(-c2ccccc2)nc2cc(C)ccn12 | -5 | -26 | 3 | 2 | 3 | 2 | 1.2 | 3 | 6 | 0
CCCC[C@@H]1CNCCN1CCc1cc(C(F)(F)F)cc(C(F)(F)F)c1 | 6 | x | 12 | x | 0 | 3 | 0.3 | 14 | x | 0
Cc1ccnc(NC(=O)C2CC(=O)N(c3ccc4c(c3)OCCO4)C2)c1 (stereo unspecified) | 8 | -69 | 20 | 14 | -38 | 13 | -1.7 | 28 | -6 | 41

(further entries)
SMILES | HSF1 inh | KLF5 inhibitor | AI-2 QS mod | HSP90 inh | GSK3B inh | aSyn 5UTR inh | HIF act | HSF1 activator | IEC-6 tox | GSK3 alpha inh
Cc1onc(-c2ccccc2Cl)c1-c1nc(-c2ccccn2)no1 | -3 | -3 | 9 | 1 | 5 | 2 | 0.8 | 0 | 1 | 2
Cc1ccc(S(C)(=O)=N/C=C2\C(=O)c3sccc3N(C)S2(=O)=O)cc1 (stereo unspecified) | 10 | -3 | 8 | 3 | -1 | -3 | 0.4 | -1 | 3 | -1
Cc1ccc(NC(=S)N2CCC(C(N)=O)(N3CCCCC3)CC2)c(C)c1 | 6 | -7 | 2 | -1 | -3 | 8 | -1.0 | 20 | -3 | -1
CCCCn1ccc(O)c(Cc2ccc(F)cc2)c1=O | 1 | -4 | 34 | 3 | -1 | 10 | -0.5 | 21 | -1 | -2
COc1ccccc1C1CCN(C(=O)c2cnn(-c3ccccc3)c2C)CC1 | -2 | 7 | 7 | 3 | 3 | 8 | -0.4 | 15 | -1 | -2
Cc1cccc(C)c1OCCOCCN1CCN(C)CC1 | 3 | -9 | 17 | 3 | -2 | -4 | 1.2 | 10 | 0 | -3
CCOC(=O)C1CCCN(C(=O)c2ccc(Cl)c(S(=O)(=O)N3CCCCCC3)c2)C1 (stereo unspecified) | -3 | -3 | 4 | -2 | -1 | 22 | 1.9 | 2 | -6 | 0
COc1cccc(C(=O)Nc2nc(-c3ccccc3)c(-c3ccccc3)o2)c1 | -3 | -12 | 5 | 0 | -7 | -7 | 0.2 | -10 | 1 | 0
CC(C)CC1(C)NC(=O)N(CC(=O)Nc2cccc(S(=O)(=O)N(C)c3ccccc3)c2)C1=O (stereo unspecified) | 3 | -9 | 10 | 0 | -4 | 3 | -0.1 | -1 | 0 | -1
CCC(C)C(NC(=O)c1ccc(Cl)cc1)C(=O)Nc1cccnc1 (stereo unspecified) | -8 | 14 | -5 | 4 | 3 | -19 | -0.4 | 0 | -4 | 0
NC(=O)c1nsc(C(=O)N(c2cccc(O)c2)C(C(=O)NC2CCCC2)c2ccc(Cl)cc2)c1N (stereo unspecified) | -1 | -18 | 8 | 2 | -9 | 10 | -0.3 | 25 | -4 | -2
CCc1c(C)nc2nc(SCc3ccccc3)[nH]n2c1=O | -5 | -18 | 4 | -2 | 0 | 6 | -0.1 | -3 | -3 | -2
Cc1occc1C(=O)N/N=C/c1ccc[nH]1 | 11 | -8 | 13 | 10 | 1 | -38 | 1.9 | 7 | 3 | 0
Cc1nn(CC(=O)Nc2ccc(Cl)c(S(=O)(=O)N(C)C)c2)c(C)c1[N+](=O)[O-] | -2 | 2 | -58 | 1 | 1 | 23 | -0.1 | 12 | 3 | -1
COc1cc(/C=N/Nc2nc(N3CCCC3)nc(N3CCCC3)n2)ccc1O | 18 | -8 | 18 | 1 | -2 | 0 | 0.9 | 41 | 3 | -2
CC(C)C(NC(=O)c1ccccc1F)C(=O)NCc1ccccc1 (stereo unspecified) | -2 | -14 | 12 | -1 | 0 | -24 | -0.5 | 6 | -2 | 1
COc1ccc(N2C(=O)c3ccccc3NC2c2ccccc2O)cc1 (stereo unspecified) | 13 | -102 | -6 | 0 | -1 | -47 | -0.2 | 34 | 7 | -2
CC1CCN(C2=NC(=O)/C(=C/c3cn[nH]c3-c3ccccc3)S2)CC1 | 2 | 10 | 36 | -1 | 0 | -24 | 0.4 | 23 | -10 | 0
CN(CC(=O)Nc1ccc(Cl)cc1)C(=O)CCC1CCCC1 | -2 | -33 | 16 | -3 | 1 | 18 | -0.2 | 2 | -4 | -3
CCOC(=O)c1cnc(-c2ccccc2)nc1Oc1ccc(Cl)cc1 | -1 | -9 | 10 | 9 | 5 | 33 | 0.1 | 22 | 1 | -7
COc1ccc(NC(=O)c2ccc(CN3CCN(c4ccccc4)CC3)cc2)cc1OC | x | -7 | x | -2 | x | x | x | x | 1 | -3
O=C(NCc1ccccn1)Nc1ccc(F)cc1F | 0 | -27 | 20 | -2 | 2 | -19 | 1.0 | 21 | -1 | 3
CC(SCc1ccccc1)C(=O)N/N=C/c1ccc2c(c1)OCO2 (stereo unspecified) | -12 | -15 | 5 | 3 | -3 | 3 | 3.4 | -29 | 0 | 0
CCC(Sc1nc(N)c(NC(=O)c2ccco2)c(=O)[nH]1)C(=O)O (stereo unspecified) | -8 | -35 | 2 | 1 | 2 | -1 | -0.1 | -14 | -1 | -2
O=C(Nc1nccs1)c1ccc(-c2ccc(F)cc2)o1 | 26 | -120 | 5 | 2 | -3 | -260 | 4.2 | 73* | 2 | -1
COC(=O)N1C(=O)[C@](c2ccsc2)(C(C)C)N1C(=O)OC | 10 | 4 | 16 | -4 | 1 | -12 | -0.3 | 24 | 3 | -4

Compound activity deposited in PubChem by several laboratories.

Rows are unselected. Share with any hit: about 4.7%.
